High-throughput results (PubChem)
Cav32 inh: blocks human Cav3.2 T-type calcium channel; O95180; Cav3.2-expressing cells, Fluo-4 calcium fluorescence FDSS; hits give low values; B-score at 10 µM; 100,000 tested, 4% active;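 active = single-dose well whose peak fluorescence ratio is a statistical outlier from its plate by either plate-standardised score or position-corrected B-score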
Active calls of the source: *.

SMILES | Cav32 inh
O=c1ccn(Cc2ccccc2)c2ccccc12 | 0.539
O=C(NCc1ccco1)c1cccc(S(=O)(=O)N2CCCCC2)c1 | -0.205
O=c1c2cc(Cl)ccc2[nH]c(=S)n1Cc1ccco1 | -1.53
Cc1cc(C)nc(N2CCN(c3ncnc4c3cnn4Cc3ccc(Cl)cc3Cl)CC2)n1 | 0.26
CCOc1ccc(/C(O)=C2\C(=O)C(=O)N(c3cc(C)on3)C2c2ccccc2OC)cc1 (stereo unspecified) | -0.191
COc1cc(-c2cc(=O)c3c(O)c(OC)c(OC)cc3o2)cc(OC)c1O | 0.0675
O=C(CSc1nnc(COc2ccccc2)o1)N1CCN(c2ccccc2)CC1 | -0.702
COCCN(CCOC)c1cc(C)c(C#N)c2nc3ccccc3n12 | 1.25
OC(COc1ccc2ccccc2c1)CN1CCOCC1 (stereo unspecified) | -0.945
CCc1ccc(NC(=O)C2(c3ccccc3)CC2(Cl)Cl)cc1 (stereo unspecified) | -2.8
CCOc1[nH]n(-c2ccc(Cl)cc2)c(=O)c1C=Nc1ccc(OC)cc1 | -0.0972
CCCCn1c(=O)[nH]c(=O)c2c1nc(COC(=O)c1c(C)noc1C)n2CCC | 0.359
CCC(=O)Nc1nonc1-c1nc2ccccc2n1N(C(=O)CC)C(=O)CC | 0.349
CCC(C)(C)NC(=O)C(c1ccc(OC)cc1)N(Cc1cccs1)C(=O)CCC(=O)Nc1cc(C)on1 (stereo unspecified) | -5.5*
O=C(NCCN1CCCC1)C1(S(=O)(=O)c2ccc(Cl)cc2)CC1 | 0.553
O=C(c1ccc(F)cc1)N1CCN(Cc2ccccc2Br)CC1 | -0.486
COC(=O)c1ccc2c(c1)NC(=O)C(N1CCCC1)S2 (stereo unspecified) | 0.284
CCOc1ccc(S(=O)(=O)NCCCN2CCOCC2)cc1 | 0.758
COc1ccc(C(=O)COC(=O)CSCc2c(C)noc2C)cc1OC | 0.0396
CCOC(=O)c1ccc(NC(=O)CN2C(=O)C3C4C=CC(C4)C3C2=O)cc1 (stereo unspecified) | 0.226
O=C(c1ccc(N2CCCC2=O)cc1)N1CCN(c2ccccc2)CC1 | 0.097
C=CCN(CC=C)c1nc2ccccc2nc1C(C#N)C(=O)OC(C)C (stereo unspecified) | -0.557
Cc1cccc(OCc2n[nH]c(=S)o2)c1 | -0.499
Fc1ccc(CSc2nnc(-c3cccs3)o2)cc1 | -0.627
Cc1cccc(OCCCC(=O)O)c1 | 0.47

Brought forward from above: 5 compounds; new compounds follow.
SMILES | Cav32 inh
O=C(c1ccc(N2CCCC2=O)cc1)N1CCN(c2ccccc2)CC1 | 0.097
C=CCN(CC=C)c1nc2ccccc2nc1C(C#N)C(=O)OC(C)C (stereo unspecified) | -0.557
Cc1cccc(OCc2n[nH]c(=S)o2)c1 | -0.499
Fc1ccc(CSc2nnc(-c3cccs3)o2)cc1 | -0.627
Cc1cccc(OCCCC(=O)O)c1 | 0.47
CCS(=O)(=O)N1CCC(C(=O)NCCc2ccc(C)cc2)CC1 | 1.42
CCOC(=O)c1sc2nc(CC(=O)OC)nc(NCc3ccco3)c2c1C | -0.62
CN1CCN(/C(=N\O)c2nonc2N)CC1 | 0.435
COC(=O)C1=C(C)NC2=C(C(=O)c3ccccc32)C1c1ccc(-c2ccc(C(=O)O)cc2)o1 (stereo unspecified) | -0.401
CCn1cc(S(=O)(=O)CC(=O)Nc2ccc3c(c2)OCO3)c2ccccc21 | -0.329
CCNC(=O)CC1SC(=Nc2ccc(C)cc2)N(CC)C1=O (stereo unspecified) | 0.732
CCc1c(O)cc2n(c1=O)-c1ccc(Cl)cc1C2(C)C | -0.137
O=C(NCc1ccncc1)c1cccc(Cn2cc(Br)cn2)c1 | 0.376
Cc1ccc(O)c(-c2cc(-c3ccccc3F)[nH]n2)c1 | -0.0373
CCCn1c(CNC(=O)c2cccs2)nc2ccccc21 | 0.0189
CCOc1ccc(OCC)c(NC(=O)CSCC(=O)O)c1 | 0.304
Cc1cccc(/C=C2/SC(=O)N(Cc3ccccc3)C2=O)n1 | 0.526
O=C1c2ccccc2C(=O)N1c1ccc(S(=O)(=O)N2CCN(c3ccccc3)CC2)cc1 | 0.878
Cc1cccc2cc(COC(=O)c3cccnc3)c(=O)[nH]c12 | 0.131
Cc1cccc2cc(C(c3nnnn3CC3CCCO3)N3CCCc4ccccc43)c(=O)[nH]c12 (stereo unspecified) | -0.0934
O=C(CN1C(=O)c2ccccc2C1=O)Nc1ccccc1F | 0.00751
COc1ccc(CNC(=O)/C=C/c2cc3c(cc2Br)OCO3)cc1 | -0.0569
CCN1CCN(CCCNC(=O)C(NC(=O)C2CCC(C)CC2)C(C)C)CC1 (stereo unspecified) | 0.181
COCCN(C(=O)CCC(=O)Nc1cccnc1)C(C(=O)NC1CCCCC1)c1ccccc1 (stereo unspecified) | -0.751
COC(=O)c1ccc(NC(=O)C2CCCN2S(=O)(=O)c2ccc(F)cc2)cc1 (stereo unspecified) | 0.0664
Cc1ccc(Cn2nc(C)c(NC(=O)c3cc(C)no3)c2C)cc1 | 0.00835
Cc1cc(C)c2sc(NNC(=O)c3ccc(S(=O)(=O)N4CCc5ccccc5C4)cc3)nc2c1 | -1.5
C=C(C)CN1C(=O)C(O)(CC(=O)c2ccc3c(c2)OCCO3)c2ccccc21 (stereo unspecified) | -1.13
CCn1c(SC)nnc1-c1sc2cc(Cl)ccc2c1Cl | -3.87
Cc1ccc(S(=O)(=O)O/N=C2\CCCc3ccccc32)cc1 | 0.244
Additional entries follow:
SMILES | Cav32 inh
CC1CCCC(C)N1C(=O)Cn1c(=O)sc2ccccc21 (stereo unspecified) | 1.24
O=C(c1ccccc1)c1cc2ccc(O)cc2oc1=O | 0.537
C[N+]12CCC(CC1)C(OC(=O)C(O)(c1ccccc1)c1ccccc1)C2 (stereo unspecified) | 1.24
O=C(CSc1nnc(-c2cccnc2)n1Cc1ccccc1)NCc1ccco1 | 1.68
O=C(NCCNS(=O)(=O)c1ccccc1Cl)c1cc(OCC(F)(F)F)ccc1OCC(F)(F)F | -0.259
CC1(C)NC(=O)N(CCCCOc2ccc(Cl)cc2)C1=O | -0.356
N#Cc1ccc(-c2csc(NNC(=O)c3ccccc3)n2)cc1 | -0.137
CCCCSc1nc(NCc2ccco2)c2c3c(sc2n1)COC(C)(C)C3 | -5.7*
Cc1cccc(-n2ncc3c(N4CCC5(CC4)OCCO5)ncnc32)c1 | 0.69
COC(=O)c1ccc(-c2ccc(C(=O)N3CCCN(C)CC3)cc2)cc1 | 0.619
O=C(Cn1cccc1C(=O)c1ccccc1)NCc1cccnc1 | 0.00131
Cc1cc(NS(=O)(=O)c2ccc(Cl)cc2)nn1CC(=O)NCc1ccco1 | 0.0573
CCOCCc1nnc(NC(=O)c2cc(OC)c(OC)c(OC)c2)s1 | 0.255
COc1cc(C2Nc3cc(Cl)c(S(N)(=O)=O)cc3S(=O)(=O)N2)cc(OC)c1OC (stereo unspecified) | -0.0909
CC(=O)NCC(=O)N(C)C(C(=O)Nc1ccc2c(c1)OCCO2)c1ccccc1 (stereo unspecified) | 0.561
CCOC(=O)C1=C(C)N(c2ccc(C)cc2)C(=O)/C1=C\c1cccs1 | -0.00966
CCOc1c(Cl)cc(C(=O)NCCN2CCCCC2)cc1Cl | -0.0629
CCn1c(NCc2ccc(N(C)C)cc2)nc2ccccc21 | -0.392
COc1ccc2c(C)cc(=O)oc2c1C | -1.45
N#CC1=C(N)N(c2ccc(F)cc2)C(=O)C1 | -0.201
COC(=O)c1nn(-c2ccccc2)c(=O)cc1Oc1ccc(Cl)cc1 | -0.803
Cc1c(S(=O)(=O)Nc2cc(Cl)ccc2Cl)c(=O)n(C)c(=O)n1C | 0.0365
Cc1ccc(-c2noc(C3CCCN(C(=O)c4ccc(F)cc4F)C3)n2)cc1 (stereo unspecified) | -0.0113
CC(/C=N/Nc1nnc2c(n1)[nH]c1ccccc12)=C\c1ccco1 | 0.32
CCCCNC(=O)CC(NS(=O)(=O)c1ccc(C)cc1)c1ccco1 (stereo unspecified) | 0.0957

2 entries from above, as tab-separated lines:
compound	Cav32 inh
Cc1cccc2cc(COC(=O)c3cccnc3)c(=O)[nH]c12	0.131
Cc1cccc2cc(C(c3nnnn3CC3CCCO3)N3CCCc4ccccc43)c(=O)[nH]c12 (stereo unspecified)	-0.0934

(more compounds)
SMILES | Cav32 inh
N#Cc1cc(S(=O)(=O)c2ccccc2)c(N)[nH]c1=O | -0.067
COc1ccc(N/N=C(/C#N)S(=O)(=O)c2nsc(C)c2C#N)cc1 | 1.83
CSc1ccc(Cl)c(C(=O)NC2CCCC2)c1 | -0.457
Cc1nnc(SCC(=O)N2CCc3ccccc3C2)s1 | 0.719
Cc1ccc2c(COn3nnc4ccc(S(=O)(=O)N(C)C)cc43)cc(=O)oc2c1C | -0.0889
O=C(Oc1ccnc2cc(Cl)ccc12)N1CCOCC1 | 0.183
N#C[C@H]1C(O)C(O)c2ccccc2N1C(=O)c1ccccc1 (stereo partly specified) | -0.153
O=S(=O)(c1ccc(OCC(O)CN2CCN(c3ccc(F)cc3)CC2)cc1)N1CCOCC1 (stereo unspecified) | 1.09
O=C(O)CCC1COc2ccccc2O1 (stereo unspecified) | -0.246
O=C(COC(=O)C1CC2C=CC1C2)NCc1ccco1 (stereo unspecified) | 0.37
COC(=O)c1cc(C#N)c(NCc2ccc(Cl)cc2Cl)nc1C | -0.533
Cc1nc2cc(N3CCCCC3)c(NC(=O)c3cccnc3)cc2c(=O)n1Cc1ccccc1 | 0.835
Cn1ccnc1SCC(=O)c1cc2ccccc2o1 | 0.107
COc1ccc(-c2nnn(CCC(=O)O)n2)cc1 | 0.436
O=C(CSc1ncn[nH]1)Nc1nnc(-c2ccccc2)s1 | 0.467
COC(=O)CC1Oc2ccccc2N(Cc2ccccc2)C1=O (stereo unspecified) | -1.08
CC(=NCc1cccnc1)C1=C(O)c2ccccc2C1=O | 0.692
CCCCCC1CC(CC#CCN2CCOCC2)C(=O)O1 (stereo unspecified) | 0.305
COc1ccc(CNC(=O)/C=C/c2cc([N+](=O)[O-])ccc2OC(F)F)cc1OC | -0.175
CC(=O)N1c2ccc3ccccc3c2C(C)CC12CCCCC2 (stereo unspecified) | -1.02
COc1ccc(/C=C/C(O)=C2/C(=O)N(C)C3(C)CC2c2ccccc2O3)cc1 (stereo unspecified) | -5.04*
CC(C)CC(CO)N1CCN(C(=O)c2ccccc2)CCC1=O (stereo unspecified) | 0.146
Oc1ccccc1CNc1cnc2ccccc2c1 | -0.678
CCCCOC(=O)c1ccc(NC(=O)C(=O)NCC2CCCO2)cc1 (stereo unspecified) | 0.167
CC12CCC(C(=O)N(NC(=O)c3ccc(O)cc3)C1=O)C2(C)C (stereo unspecified) | -0.0459
Next entries
SMILES | Cav32 inh
COc1ccccc1-c1nc(C#N)c(N2CCN(c3cccc(Cl)c3)CC2)o1 | -1.91
CCOCCCNC(=O)C1CCC(CNS(=O)(=O)c2ccc(Cl)cc2)CC1 (stereo unspecified) | -2.08
O=C(O)c1cc2cc(F)ccc2[nH]1 | 0.575
COc1ccc(N2CCN(C(=O)CSc3nnc4c5cc(C)ccc5n(C)c4n3)CC2)cc1 | 0.0857
N#Cc1c(N)n(CCc2ccc(F)cc2)c2nc3ccccc3nc12 | 0.51
O=C(CCCOc1ccc(Cl)cc1Cl)N1CCN(c2ccccn2)CC1 | -4.08
Cc1ccc(-n2nc3c(c2NC(=O)C(C)(C)C)CSC3)c(C)c1 | 0.951
O=C(OCC(=O)c1c[nH]c2ccccc12)c1ccc(Br)o1 | 0.18
COc1ccc(C2CC(c3ccc(Cl)cc3)n3nc(N)nc3N2)cc1 (stereo unspecified) | 1.4
COc1ccccc1NS(=O)(=O)c1ccc(O)c(C(N)=O)c1 | -0.324
COc1cc(OC)c2c(C)cc(=O)oc2c1 | 0.111
CCOc1cc(/C=N/NC(N)=S)cc(Br)c1OCc1ccccc1C | -0.0179
CC(C)CNC(=O)c1ccccc1-c1ccccc1C(=O)O | 1.52
N#Cc1cnn2c1nc(N1CCOCC1)c1ccccc12 | 1.54
O=C(NCc1ccco1)C1CC2CCC1C2 (stereo unspecified) | 0.163
Nc1c(C2=NCCO2)nnn1Cc1ccccc1 | 0.0195
O=C1CCCCC(=O)N(c2ccccc2)c2ccccc21 | 0.0872
N#Cc1nc(-c2ccco2)oc1N1CCN(Cc2ccccc2)CC1 | 0.575
Cc1[nH]c(=O)[nH]c(=O)c1CSc1nnc([C@H](CC(C)C)NC(=O)OC(C)(C)C)o1 | 0.135
N#Cc1nc(COc2ccccc2F)oc1NCCCn1ccnc1 | -2.61
CCC(=O)N1CCc2cc(S(=O)(=O)N3CCc4ccccc4C3)ccc21 | 0.225
CCc1nc(SCC(=O)c2cc(C)ccc2C)n[nH]1 | 0.0777
COc1ccccc1N1CCN(CC(O)COc2cccc3ccccc23)CC1 (stereo unspecified) | -4.46*
O=C(CSc1nnc2scc(-c3ccccc3)n12)Nc1nsc(-c2ccccc2)n1 | -0.829
CCN1C(=O)CC(n2c(C)nc3ccccc32)C1=O (stereo unspecified) | 0.749
Cc1ccccc1-c1nc(CS(=O)(=O)CC(=O)NCc2ccc3c(c2)OCO3)c(C)o1 | -0.503
O=C1CC(N(C(=O)c2ccco2)c2cccc(Cl)c2)C(=O)N1c1cccc(Cl)c1 (stereo unspecified) | -2.34
CC(=O)Oc1ccc(NC(=O)Cc2ccccc2)cc1 | 0.509

An excerpt from above in order of their number in Cav32 inh, rising.
Compound,Cav32 inh
O=C(CCCOc1ccc(Cl)cc1Cl)N1CCN(c2ccccn2)CC1,-4.08
COc1ccccc1NS(=O)(=O)c1ccc(O)c(C(N)=O)c1,-0.324
O=C(NCc1ccco1)C1CC2CCC1C2 (stereo unspecified),0.163
CC(=O)Oc1ccc(NC(=O)Cc2ccccc2)cc1,0.509
N#Cc1nc(-c2ccco2)oc1N1CCN(Cc2ccccc2)CC1,0.575
CCN1C(=O)CC(n2c(C)nc3ccccc32)C1=O (stereo unspecified),0.749
N#Cc1cnn2c1nc(N1CCOCC1)c1ccccc12,1.54

The list is partial; the hit share may differ from the screen's.
